Cycloheximide cs – affects cycloheximide protein synthesis inhibition readout, counter-screen; cell reporter, cycloheximide protein synthesis inhibition counterscreen; max response, %; 300,000 tested, 12% active; AID 2314; in the data active = max response mostly above about 13%, no sharp cut-off; inactive = mostly below about 14%; also: read at 38.3 µM for the half of the compounds with a filed dose; 0% is about no effect
HCV inh – inhibitors of hepatitis C virus infection; Potency, µM (highest dose often 41.8 µM), for inactives: top-dose activity change, negative = inhibition, actives largely listed as inhibitors; 340,000 tested, 3.4% active; AID 651820; Huh7.5.1 HCVcc-Cre infection, luciferase reporter, 44 h; also: potency is read from the fitted curve at half-maximal effect; % is scaled to controls: 0 for no effect and ±100 for the full control effect
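Compounds are dispensed onto cells plated 4 h earlier at 1,000 per well, with HCVcc-Cre virus (about 0.5 moi) added next. Following 44 h of culture, luminescent signal is measured for 15 sec after 15 min with substrate at room temperature.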
TbPYK inhibitor – blocks Trypanosoma brucei pyruvate kinase; 410,000 tested, 0.12% active; TbPYK enzyme, Kinase-Glo Plus ATP luminescence, 45 min; AID 624173; Potency, µM (top dose mostly 76.8 µM), for inactives: top-dose activity, negative = inhibition, hits mostly inhibitors; Q57TT1; also: potency is read from the fitted curve at half-maximal effect; % is scaled to controls: 0 for no effect and ±100 for the full control effect; nearly all actives have a fitted effect of over 50% in size
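Activity of T. brucei pyruvate kinase was followed by Kinase-Glo Plus luminescence after the enzyme reacted 45 min at room temperature with 130 uM ADP (final) and substrate. Test compounds were added before ADP at multiple concentrations.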
Shiga toxin inh – Shiga toxin inhibition; Vero cells, Shiga toxin protein synthesis inhibition reporter; inhibition, % at 38.7 µM; 290,000 tested, 9.2% active; in the data active = inhibition mostly above about 28%, no sharp cut-off; inactive = mostly below about 43%; also: 0% is about no effect
Pf growth 48h – P. falciparum growth inhibition at 48 hours (one generation); Potency, µM (top dose mostly 28.7 µM), for inactives: at the top dose activity change, negative = inhibition, usual class: inhibitors; P. falciparum luciferase growth in erythrocytes, 48 h; 310,000 tested, 5.9% active; AID 504832; also: potency is read from the fitted curve at half-maximal effect; % is scaled to controls: 0 for no effect and ±100 for the full control effect
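First compound was added to culture medium, then infected red cells at 0.1% parasitemia and 2% hematocrit (final). After incubation at 37 C under 5% CO2, luciferase detection reagent was dispensed and light output recorded.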
Pf growth 96h – P. falciparum growth inhibition at 96 hour, primary screen for plastid delayed-death inhibitors | P. falciparum luciferase reporter growth, 96 h | Potency, µM (titrated, usually from 28.7 µM), without a hit: top-dose activity change, negative = inhibition, hits mostly inhibitors | 320,000 tested, 6.9% active | AID 504834; also: potency is read from the fitted curve at half-maximal effect; % is scaled to controls: 0 for no effect and ±100 for the full control effect
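96 h incubation, 37 C, 5% CO2, of luciferase-reporter P. falciparum-infected RBCs (2% hematocrit, 0.05% parasitemia final) with test compounds; endpoint luminescence.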
LmPK inhibitor – inhibitors of Leishmania mexicana pyruvate kinase; purified LmPK, Kinase-Glo ATP luminescence, 1 h; Q27686; Potency, µM (doses to about 57.5 µM), for inactives: top-dose activity change, negative = inhibition, hits mostly inhibitors; AID 1721; 290,000 tested, 0.37% active; also: potency is read from the fitted curve at half-maximal effect; % is scaled to controls: 0 for no effect and ±100 for the full control effect
Target sequence (Q27686 whole entry, looked up): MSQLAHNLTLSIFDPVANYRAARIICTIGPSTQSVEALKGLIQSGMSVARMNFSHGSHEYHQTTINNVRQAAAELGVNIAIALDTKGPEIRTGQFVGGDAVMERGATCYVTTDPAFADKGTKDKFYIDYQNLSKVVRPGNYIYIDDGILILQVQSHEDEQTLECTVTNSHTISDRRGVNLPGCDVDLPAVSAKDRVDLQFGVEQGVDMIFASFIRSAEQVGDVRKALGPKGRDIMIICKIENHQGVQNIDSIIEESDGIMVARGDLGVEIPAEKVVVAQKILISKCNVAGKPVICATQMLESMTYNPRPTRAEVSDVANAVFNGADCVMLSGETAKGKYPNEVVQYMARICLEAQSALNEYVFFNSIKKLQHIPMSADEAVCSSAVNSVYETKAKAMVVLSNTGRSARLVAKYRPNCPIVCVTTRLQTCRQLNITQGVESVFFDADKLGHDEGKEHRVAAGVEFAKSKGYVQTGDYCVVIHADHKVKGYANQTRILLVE
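Screened at intermediate enzyme activity to detect both inhibitors and activators: LmPK at 0.1 nM, with a 0.5 nM enzyme column as activation reference. PEP 0.5 mM, ADP 0.1 mM; ATP detected by luminescence after 1 h.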
Active calls of the source: *; ? = inconclusive; / = not tested or not shown; [ ] = remark or other dose. Unless noted, calls follow the shape of the dose curve; as a rule, active = well fitted curve in the direction sought with a large enough effect; inconclusive = small, poorly fitted or top-dose-only effect, or another doubt; inactive = no such curve, though single readings can be large; an effect the other way counts as inactive or inconclusive.

Value order: Cycloheximide cs | HCV inh | TbPYK inhibitor | Shiga toxin inh | Pf growth 48h | Pf growth 96h | LmPK inhibitor
> CC(C)Oc1ccc(C(=O)Nc2ccc(N(C)C)cc2)cc1
  25* | -26% | ? | 90* | 152%[activator] | 198% | 4%
> CCOc1ccccc1-n1c(O)c(C=NCc2ccc3c(c2)OCO3)c(=O)[nH]c1=O
  -1 | 20% | 3% | 14 | ? | -10% | 3%
> CCOC(=O)C1=C(COC(=O)CSc2ccc(C)cc2C)NC(=O)NC1C (configuration not stated)
  / | 16% | -22% | / | -29% | 5% | /
> CNC(=O)NNC(=O)c1csc(-c2ccc(C(F)(F)F)cc2Cl)n1
  -1 | -1% | -6% | -14 | 38%[activator] | 21% | 1%
> COc1cccc(CC(=O)NNC(=O)c2c(-c3ccccc3)noc2C)c1
  7 | 11% | 12% | -2 | ? | 0% | -3%
> CCN(CC)S(=O)(=O)c1ccc(N2CCCC2)c(NC(=O)c2ccncc2)c1
  -1 | -3% | -2% | -15 | 6% | -1% | -2%
> O=C(Nc1ccccc1-c1ccccc1)C1CCCCC1
  -4 | 1% | 3% | -3 | 14% | -19% | 9%
> CC(OC(=O)/C(C#N)=C/c1ccc(N(C)C)cc1)C(=O)NCc1ccco1 (configuration not stated)
  / | -8% | / | / | ? | -12% | /
> CN1CCN(C(=O)/C=C\C(=O)O)CC1
  -2 | 9% | 0% | -4 | -7% | ? | -5%
> CN(C)C(Cc1ccc(C#N)cc1)C(=O)c1ccccc1 (configuration not stated)
  29* | 19% | -6% | 32 | 1% | 15% | -1%
> COC(=O)c1cc(S(=O)(=O)Nc2cccc(-c3cnco3)c2)oc1C
  -3 | 4% | 0% | 3 | / | 0% | 1%
> CCC(=O)N1CCc2cc(S(=O)(=O)NC(Cc3ccccc3)C(=O)Nc3nccs3)ccc21 (configuration not stated)
  -4 | 29% | 2% | -6 | ? | ? | 0%
> CCOC(=O)c1nn(-c2cccc(Cl)c2)c2nc(Nc3ccccc3)cc(=O)n12
  -3 | -20% | -4% | 8 | 12% | -17% | 1%
> O=C(Cc1ccc(S(=O)(=O)N2CCOCC2)s1)Nc1ccc(N2CCOCC2)cc1
  9 | 15% | -1% | 16 | 171%[activator] | 258%[activator] | 1%
> Cc1ccccc1OCC(=O)NCC(c1cccs1)N1CCOCC1 (configuration not stated)
  / | ? | 3% | / | -13% | -14% | /
> COC(=O)c1cc(S(=O)(=O)NCCc2ccc(Cl)cc2)c[nH]1
  0 | 0% | -7% | 1 | 3% | 37%[activator] | -1%
> CC(=O)c1ccc(-n2c(C)ccc2-c2ccccc2)cc1
  29* | -3% | 6% | 32 | / | ? | 3%
> O=C(NCc1ccccn1)Nc1ccccc1Cl
  25* | 9% | 5% | 32* | 35%[activator] | -2% | -6%
> C/C(=C\c1ccccc1)CN1CCC(C(=O)N2CCC(C)CC2)CC1
  -2 | -8% | 2% | 22 | -14% | ? | -7%
> CC[C@@]12C(=O)N(c3cccc(F)c3)C(=O)N1[C@H](c1ccc(OC)cc1)[C@@H]1C(=O)N(C(C)(C)C)C(=O)[C@@H]12
  / | 29% | -2% | / | ? | ? | /
> COc1ccc(Cl)cc1C(=O)N1CCN=C1SC
  -2 | -12% | -2% | -6 | 5% | -7% | 0%
> COC(=O)Cc1c(O)ccn(Cc2ccc(F)cc2)c1=O
  5 | 0% | 0% | 17 | 25% | 0% | -2%
> Cc1c(NC(=S)NC(=O)c2cc3ccccc3o2)c(=O)n(-c2ccccc2)n1C
  -3 | -1% | -1% | -4 | -7% | 43%[activator] | 0%
> Cn1cccc1Cc1nnc(SCC(N)=O)n1CCc1ccccc1
  -3 | 4% | -1% | -13 | 2% | ? | 1%
> COc1ccc(C2=NOC(Cn3nc(C(=O)NCC4CC4)cc3-c3ccccc3)C2)cc1 (configuration not stated)
  / | ? | 4% | / | ? | 9.3µM* | /
> Cc1ccc2[nH]c(=O)c(CN(C(=O)c3cccs3)c3ccccc3)cc2c1
  3 | ? | -6% | 32 | -2% | ? | 0%
> C#CCOCCOCCOCCNc1nc(N2CCOCC2)nc(N2CCN(C(=O)[C@H](Cc3ccc(O)cc3)n3cc([C@@H](N)C(C)CC)nn3)CC2)n1 (some centres not stated)
  1 | 2% | -8% | -4 | ? | 9.3µM* | -3%
> COc1ccc2nc(N3C(=O)CC(Cc4cc(C)cc(C)c4)C3=O)sc2c1 (configuration not stated)
  -1 | 13% | 7% | -9 | -11% | 3% | 1%
> COc1ccc(CC(=O)N2CCN(c3ccccc3OC)CC2)cc1OC
  1 | -23% | 2% | 12 | 6% | ? | -4%
> C=CCn1c(SCC(=O)c2ccc(O)c(O)c2)nnc1-c1ccc(C)cc1
  / | ? | -14% | / | ? | 26% | /

Value order: Cycloheximide cs | HCV inh | TbPYK inhibitor | Shiga toxin inh | Pf growth 48h | Pf growth 96h | LmPK inhibitor
> CC1=NN(c2ccc([N+](=O)[O-])cc2)C(c2ccccc2)C1 (configuration not stated)
  -6 | ? | 1% | -3 | ? | -3% | -4%
> Cn1cc(S(=O)(=O)Nc2ccc(Cl)cc2Cl)c(=O)n(C)c1=O
  -2 | 19% | 2% | -5 | ? | -2% | 0%
> O=C(COc1ccc(F)cc1Br)N1CCc2ccccc21
  42* | -1% | -1% | 47* | 23% | 2% | 1%
> CN1C/C(=N\S(=O)(=O)c2ccccc2)N(C)C1=O
  -4 | 15% | 1% | -13 | -1% | 38%[activator] | -3%
> CN(C)c1ccc(P(=O)(CC(=O)N/N=C/c2ccc(C#N)cc2)OCCCl)cc1 (configuration not stated)
  9 | 4% | 2% | -4 | -14% | -10% | -2%
> COc1ccc2c(c1)[C@H]1[C@H](CO2)[C@H](c2ccccc2)[C@]2(C)C(=O)Nc3cc(F)c(F)cc3C(=O)N12
  / | ? | -4% | / | ? | ? | /
> COc1ccc(C(CNC(=O)c2cccn2C)N2CCOCC2)cc1 (configuration not stated)
  / | ? | 0% | / | 31%[activator] | 33%[activator] | /
> c1ccc(Cn2nnc3c(N4CCCC4)ncnc32)cc1
  -3 | 5% | 0% | -13 | -16% | 37%[activator] | 0%
> CCN(CC)C(=O)/C(=C\c1cccc([N+](=O)[O-])c1)NC(=O)c1ccco1
  9 | 11% | 0% | 8 | 12% | 7% | 1%
> CCOc1[nH]n(-c2ccccc2)c(=O)c1C=NCc1ccncc1
  -3 | -15% | 2% | -6 | ? | 57%[activator] | 5%
> Cc1ccc(C)c2nc(Cl)c(C3NC(=O)c4ccccc4N3)cc12 (configuration not stated)
  -4 | -28% | 1% | -9 | ? | ? | -5%
> COC(=O)C1=C(C)NC(=O)NC1c1ccco1 (configuration not stated)
  -2 | 11% | 0% | -13 | -50%[5.75 µM] | -22% | 2%
> COc1ccc2c(c1)c(CC(=O)NCc1cc([N+](=O)[O-])ccc1O)c(C)n2C(=O)c1ccc(Cl)cc1
  -2 | ? | 2% | -18 | ? | 5.9µM* | -5%
> O=C(CCS(=O)(=O)c1ccccc1)Nc1nnc(C(F)(F)F)s1
  -2 | -22% | 0% | -7 | -1% | -14% | -5%
> Cc1cc(C(=O)COc2ccc(C#N)cc2)c(C)n1C1CC1
  / | -11%[8.37 µM] | 4% | / | ? | ? | /
> CCCC(=O)Nc1nc2nc(-c3ccccc3)cc(=O)n2[nH]1
  7 | 2% | -15% | -16 | 13% | / | -6%
> CC(C)c1ccc(C(=O)NN2CCOCC2)cc1
  -1 | 18% | 3% | -20 | -25% | -18% | -2%
> O=S(=O)(NC1CCCCC1)c1ccc(Cl)s1
  6 | 10% | -3% | -11 | 18% | / | -12%
> COC(=O)C(NC(=O)CNS(=O)(=O)c1ccc(Br)cc1)c1ccccc1 (configuration not stated)
  -2 | -21% | -2% | -6 | 10µM* | 15% | -8%
> CN(Cc1ccccc1)C(=O)CC(c1ccccc1)c1cc(Cl)ccc1O (configuration not stated)
  -1 | -5% | 3% | -14 | ? | 10µM* | 2%
> O=C(Oc1ccc(O)cc1)C12CC3CC(CC(C3)C1)C2
  -2 | -6% | -2% | -2 | -12% | 19% | 10%
> O=C(c1cccs1)N1CCN(c2ccc(Cl)cc2)CC1
  22* | 4% | -11% | 20 | 1% | 52%[activator] | 3%
> O=C(CSc1nnnn1Cc1ccccc1)Nc1cccc(F)c1
  -3 | -24% | -24% | 35 | 40%[activator] | 14% | -5%
> Cc1sc2c(c1C)c(=O)n(-c1ccccc1)c1nncn21
  7 | -68% | 2% | 13 | -10% | 8% | 6%
> CCCCNC(=O)CSc1nc2ccccc2c(=O)n1CC1COc2ccccc2O1 (configuration not stated)
  -4 | 2.8µM* | / | -27 | ? | ? | 6%
> O=C(COC(=O)c1cccc(Cl)c1Cl)NCc1cccs1
  / | ? | 1% | / | 17% | 8% | /
> O=C(c1ccco1)N1CCN(C(=O)C2(S(=O)(=O)c3ccc(Cl)cc3)CC2)CC1
  -2 | 12% | 6% | -16 | 1% | 0% | 1%
> OCCC1CN(Cc2ccc3nsnc3c2)CCN1CCc1ccccc1 (configuration not stated)
  -2 | -11% | -1% | -7 | -5% | 12µM* | 3%
> COc1ccc(OC)c(NC(=O)c2cc3ccccc3o2)c1
  27* | ? | -4% | 93 | 43%[activator] | -6% | 2%
> COc1ccc(N2CCN(C(=O)COc3ccc4c(C)c(C)c(=O)oc4c3C)CC2)cc1
  -2 | 5% | 1% | 3 | -5% | 8% | 6%

Value order: Cycloheximide cs | HCV inh | TbPYK inhibitor | Shiga toxin inh | Pf growth 48h | Pf growth 96h | LmPK inhibitor
> CC1SC(=S)N(c2ccc(N(C)C)cc2)C1=O (configuration not stated)
  0 | ? | -4% | -5 | ? | ? | -6%
> Nc1no[n+]([O-])c1-c1ccccc1
  -1 | 9% | -3% | -6 | ? | 5% | -2%
> CCN(CC)CCNC(=O)c1ccc2c(c1)ncn2C1CCCCC1
  -1 | 0% | -10% | -9 | 12% | 75%[activator] | -2%
> CC(=O)Nc1ccc(C=C(C(C)=O)C(C)=O)cc1
  -1 | 18% | -16% | 3 | -3% | 15% | -2%
> O=C(Cn1c(=O)oc2cc(S(=O)(=O)N3CCCC3)ccc21)N1CCN(c2ccccc2F)CC1
  4 | ? | -4% | -7 | ? | ? | -8%
> O=C(N/N=C/c1coc2ccccc2c1=O)c1ccccc1
  1 | 2% | 1% | -3 | 41%[activator] | 45%[activator] | -17%
> C=CCn1c(N)c(C(=O)N2CCN(C)CC2)sc1=S
  -5 | -3% | -11% | -22 | 3% | / | 1%
> O=C(O)c1cc([N+](=O)[O-])ccc1NCCO
  -2 | 29% | -14% | -2 | 22% | 36%[activator] | -3%
> Cn1c(CN2CCOCC2)nnc1SCC(=O)Nc1ccc([N+](=O)[O-])cc1O
  0 | 12% | 2% | -14 | ? | ? | -7%
> O=C(CSc1ncnc2c1cnn2Cc1ccccc1)Nc1ccc2c(c1)OCCO2
  -1 | -13% | 9% | 1 | ? | ? | -2%

Taken from above:
Shiga toxin inh with CC1SC(=S)N(c2ccc(N(C)C)cc2)C1=O (configuration not stated) is entered as -5
Pf growth 96h with CCN(CC)CCNC(=O)c1ccc2c(c1)ncn2C1CCCCC1 is entered as 75%[activator]
